KB-V1 MDR tox = qHTS assay for MDR1-selective chemotherapeutics: Primary screen using the drug-selected MDR subline cells KB-V1. KB-V1 MDR cells viability, CellTiter-Glo, 72 h. Potency, µM (doses to about 46.1 µM), for inactives: at the top dose activity change, negative = cytotoxicity, most hits filed as cytotoxic. actives 3.4% (n = 400,000); note: potency is the fitted concentration of half-maximal effect; % is set by controls: 0 for no effect and ±100 for the full control effect; nearly all actives have a fitted effect of over 60% in size
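KB-V1, DMEM (no phenol red) + 10% FBS; cpd pin-transferred, titration series; 72 h, 37 degrees C; CellTiter-Glo, luminescence. Data normalized, curve-fit.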
HT1080-NT tox = qHTS for induction of synthetic lethality in tumor cells producing 2HG: qHTS for the HT-1080-NT fibrosarcoma cell line; HT-1080-NT fibrosarcoma viability, CellTiter-Glo ATP luminescence, 48 h; actives 1.6% (n = 360,000); Potency, µM (top dose mostly 46.1 µM), without a hit: at the highest dose activity, negative = less viability, hits mostly cytotoxic; AID 686970, 2013;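 note: NT is the 2HG producing partner of a matched IDH1 knockdown line; potency is the fitted concentration of half-maximal effect; 0% = DMSO-treated cells and -100% = media-only wells without cells; nearly all actives have a fitted effect of over 55% in size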
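Viability of the 2HG-overproducing fibrosarcoma line after 48 hours of compound exposure at 37 degrees C was determined by luminescence with CellTiter-Glo, and concentration-effect curves were then fitted and categorized.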
SW480 rereplic = A quantitative high throughput screen for small molecules that induce DNA re-replication in SW480 colon adenocarcinoma cells | SW480 DNA re-replication, Hoechst DNA content imaging, 48 h | Potency, µM (highest dose often 46.1 µM), for the others: at the highest dose re-replication activation, usual class: activators | actives 1.8% (n = 340,000) | AID 624297, 2012; note: potency is the fitted concentration of half-maximal effect; % of control where 0% means no effect; nearly all actives have a fitted effect of over 55% in size
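Compounds, transferred as 23 nL by pin tool, were incubated with cells for 48 hr; DNA content per nucleus was then quantified by Hoechst staining and fluorescence plate imaging.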
HEK293 tox = qHTS of GLP-1 Receptor Inverse Agonists: Cytotox Screen; HEK293 cAMP-luciferase reporter cells, luminescence, 24 h; Potency, µM (highest dose often 38.3 µM), inactives show at the highest dose activity change, negative = inhibition, actives largely listed as inhibitors; actives 0.13% (n = 410,000); AID 624418, 2012;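 note: loss of luciferase light is scored as toxicity; potency is the fitted concentration of half-maximal effect; % is set by controls: 0 for no effect and ±100 for the full control effect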
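Cells in DMEM/10% Nu serum/1% pen-strep, 1536-well format. Pre-incubated 12 h, dosed with 23 nL compound, incubated a further 24 h. Luciferase detection, 12 min at room temp, luminescence.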
IL1B secr inh = qHTS for Inhibitors of Inflammasome Signaling: IL-1-beta AlphaLISA Primary Screen | actives 4.7% (n = 360,000) | THP-1 LPS/ATP IL-1B secretion, AlphaLISA, 16 h; stronger effect = lower value | activity change, % at 57.5 µM; in the data active = activity change below about -50%; inconclusive = mostly about -30% to -49%; note: % is set by controls: 0 for no effect and ±100 for the full control effect
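Secreted IL-1B measured by AlphaLISA bead assay after 16 h compound exposure of THP-1 cells; compounds (final up to 57.5 uM) added 1 h before LPS (250 ng/mL) and ATP (1.25 mM) stimulation; lower signal means less secretion.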
HT1080 IDH1KD tx = qHTS for induction of synthetic lethality in tumor cells producing 2HG: qHTS for the HT-1080-IDH1KD cell line | AID 686971, 2013 | actives 2% (n = 360,000) | Potency, µM (top dose mostly 46.1 µM), for inactives: at the top dose activity, negative = toxicity, most hits filed as cytotoxic | HT-1080 IDH1 knockdown viability, ATP luminescence, 48 h;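 note: potency is the fitted concentration of half-maximal effect; 0% = DMSO wells and -100% = cell-free medium wells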
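Using the IDH1-knockdown HT-1080 line run in the same batch and compound series as the NT line, viability after 48 h at 37 °C was determined by CellTiter-Glo luminescence and expressed as % activity.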
KB-3-1 tox = qHTS assay for MDR1-selective chemotherapeutics: Primary screen using the parental adenocarcinoma cell KB-3-1. AID 1347075, 2019. KB-3-1 viability, CellTiter-Glo ATP luminescence, 72 h. actives 1.4% (n = 400,000). Potency, µM (doses to about 46.1 µM), inactives show at the highest dose activity change, negative = cytotoxic, usual class: cytotoxic; note: potency is the fitted concentration of half-maximal effect; % is set by controls: 0 for no effect and ±100 for the full control effect; nearly all actives have a fitted effect of over 60% in size
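Parental KB-3-1 adenocarcinoma cells in phenol-red-free DMEM with 10% FBS were pin-treated with compounds at several concentrations, incubated 72 h at 37 °C, and viability read by CellTiter-Glo luminescence; concentration-effect curves were fitted after normalization.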
DRD3 agonist = qHTS of D3 Dopamine Receptor Agonist: qHTS; D3R DiscoveRx beta-arrestin cells, luminescence, 90 min; max activation, %; actives 0.58% (n = 410,000); in the data active = max activation above about 30%; note: 0% is about no effect; mostly tested at two doses, the higher about 12 µM
Target sequence (P35462 whole entry, looked up): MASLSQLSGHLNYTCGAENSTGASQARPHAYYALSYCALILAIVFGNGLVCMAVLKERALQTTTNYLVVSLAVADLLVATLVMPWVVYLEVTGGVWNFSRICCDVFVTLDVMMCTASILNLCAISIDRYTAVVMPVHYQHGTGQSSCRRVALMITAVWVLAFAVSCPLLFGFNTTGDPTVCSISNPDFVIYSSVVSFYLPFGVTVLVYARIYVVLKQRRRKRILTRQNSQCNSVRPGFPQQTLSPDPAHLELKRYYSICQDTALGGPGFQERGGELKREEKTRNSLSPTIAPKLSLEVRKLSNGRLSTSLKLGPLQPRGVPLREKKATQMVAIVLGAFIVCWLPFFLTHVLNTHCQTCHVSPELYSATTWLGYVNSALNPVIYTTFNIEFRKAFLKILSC
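Agonist mode: compounds and dopamine controls were applied to plated cells for 90 min at 37 degrees C after an overnight attachment at 1500 cells/well. Luminescent read-out followed 30 - 60 minutes at room temperature with DiscoveRx detection reagent.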
MCF10A rereplic = A quantitative high throughput screen for small molecules that induce DNA re-replication in MCF 10a normal breast cells | MCF 10A DNA re-replication, Hoechst nuclear intensity, 48 h | Potency, µM (titrated, usually from 46.1 µM), for the others: at the top dose activity, positive = re-replication, hits mostly activators | actives 2.9% (n = 350,000); note: potency is the fitted concentration of half-maximal effect; % of control where 0% means no effect; nearly all actives have a fitted effect of over 50% in size
An asterisk follows results filed as active; ? = inconclusive; · = not tested or not shown; [ ] = remark or other dose. Unless noted, calls come from the whole dose curve; as a rule, active = well fitted curve in the direction sought with a large enough effect; inconclusive = small, poorly fitted or top-dose-only effect, or another doubt; inactive = no such curve, though single readings can be large; an effect the other way counts as inactive or inconclusive.

nr	smiles	KB-V1 MDR tox	HT1080-NT tox	SW480 rereplic	HEK293 tox	IL1B secr inh
1	CC[n+]1c(/C=C/Nc2ccccc2)sc2ccccc21	?	-9%	?	3%	-102*
2	COc1ccc(-c2nc(CS(=O)(=O)CC(=O)NCc3ccc(F)cc3)c(C)o2)cc1	-17%	-21%	5%	-15%	5
3	Cc1cn([C@H]2C[C@H](O)[C@@H](CCC(=O)NCC3CCCO3)O2)c(=O)[nH]c1=O (stereo partly drawn)	0%	2%	·	2%	40
4	CCCCC(=O)Nc1nnnn1CCC	15%	12%	0%	14%	17
5	CCc1ccc(NC(=O)Cn2c(=O)n(CCC(=O)NCCc3ccc(Cl)cc3)c(=O)c3ccccc32)cc1	-5%	·	·	5%	·
6	C[C@H]1CN([C@@H](C)CO)C(=O)CCCn2nncc2CO[C@@H]1CN(C)Cc1cccc2c1OCCCO2	-5%	2%	·	-2%	-7
7	Cc1ccc(Cl)cc1OCC(=O)NCCOC(=O)Nc1sc(=S)n(C)c1C	13µM*	-5%	2%	-7%	-25
8	COC(=O)c1cn(-c2ccccc2)nc1-c1ccncc1	10%	-3%	-4%	68%[activator]	-14
9	OCCCCNCc1ccc(OCc2ccccc2)cc1	-19%	-4%	-5%	-10%	-1
10	CC(SC1CCCC1)C(=O)NC(C)(C#N)C(C)C (stereo not drawn)	0%	-3%	5%	-13%	29
11	CC1(C)CC(NS(=O)(=O)c2ccc3ccccc3c2)CC(C)(C)N1	2%	-1%	?	20%	-21
12	COc1ccc(CN(C(=O)Nc2ccc(C)c(F)c2)C2CCN(C(C)=O)CC2)cc1	8%	·	·	-5%	·
13	Cc1ccc(C(=O)NCc2ccccc2)c(F)c1F	0%	3%	-9%	5%	0
14	CCOC(=O)N1CCN(c2c(NCCCN3CCCC(C)C3)c(=O)c2=O)CC1 (stereo not drawn)	?	0%	-4%	2%	10
15	CSc1ccccc1NC(=O)CCS(=O)(=O)c1nc(-c2cccs2)cc(C(F)(F)F)n1	28%	·	·	-13%	·

nr	HT1080 IDH1KD tx	KB-3-1 tox	DRD3 agonist	MCF10A rereplic
1	-19%	?	-2	31%
2	1%	2%	-6	1%
3	19%	0%	11	·
4	14%	21%	-5	8%
5	·	4%	4	·
6	2%	6%	-4	·
7	0%	?	-6	17%
8	0%	11%	-1	15%
9	-8%	-4%	-6	?
10	3%	3%	3	258%[0.0737 µM]
11	-4%	2%	-6	-1%
12	·	0%	4	·
13	11%	23%	-4	2%
14	8%	10%	4	0%
15	·	2%	-5	·

(next part)
nr	smiles	KB-V1 MDR tox	HT1080-NT tox	SW480 rereplic	HEK293 tox	IL1B secr inh
16	CCN(CC)S(=O)(=O)c1ccc2c(c1)N(CC(=O)N1CCCC1)C(=O)CO2	-4%	-4%	0%	15%	-9
17	COc1ccc(OC)c(CNC(=O)CCC(=O)N2Cc3cccc(OC)c3Oc3ncccc32)c1	14%	3%	-6%	-6%	1
18	CCCCCCSC1=C(C#N)C(c2ccc(O)cc2)CC(=O)N1 (stereo not drawn)	-2%	-21%	0%	-4%	-6
19	CCN(CC)c1ccc(S(=O)(=O)N2CCOCC2)cc1NC(=O)c1cc(=O)c2ccccc2o1	14%	-2%	-1%	-1%	-1
20	CSCCNC(=O)C1(C)CCN1C(=O)c1ccc(C(C)(C)C)cc1 (stereo not drawn)	-4%	3%	·	-3%	31
21	Cc1nn(CC(=O)NCC2CCCO2)c(C)c1[N+](=O)[O-] (stereo not drawn)	1%	3%	-2%	-15%	4
22	COc1cccc(CNC(=O)c2sc3nc(C)cc(C)c3c2-n2cccc2)c1OC	?	·	·	-7%	·
23	CC1=NN(c2ccc(N)cc2)C(=O)C1	11%	-6%	8%	1%	13
24	C/C=C(/C)C(=O)O[C@@H]1c2c(ccc3ccc(=O)oc23)O[C@@H]1C(C)(C)OC(=O)/C(C)=C\C	6.5µM*	?	10%[9.22 µM]	5%	-11
25	COc1ccc(OC)c(C2c3[nH]c4ccccc4c3C[C@H]3C(=O)N(C4CC4)CC(=O)N23)c1 (stereo partly drawn)	-3%	-2%	-16%	19%	-5
26	CCN(CC)S(=O)(=O)c1nnc(NC(=O)COc2ccc(Cl)cc2)s1	12%	·	·	2%	·
27	CS(=O)(=O)c1ccc(Cl)c(NC(=O)Nc2ccccc2)c1	0%	9%	-10%	-3%	-2
28	CC(C)(C)OC(=O)CNC(=O)c1[nH]cnc1C(=O)NC1CCN(C(=O)OC(C)(C)C)CC1	-6%	12%	-5%	3%	-3
29	CCOc1cccc(-c2c(C(=O)N/N=C/c3sccc3C)nnn2-c2nonc2N)c1	-15%	?	21%	-22%	?
30	Cc1cc(C)cc(NC(=O)c2cc(S(=O)(=O)NCc3ccco3)ccc2F)c1	6%	?	?	9%	?

nr	HT1080 IDH1KD tx	KB-3-1 tox	DRD3 agonist	MCF10A rereplic
16	-1%	-1%	6	5%
17	0%	1%	-20	2%
18	-26%	-16%	-4	?
19	1%	3%	6	-1%
20	-15%	0%	4	·
21	0%	17%	10	-10%
22	·	-4%	-6	·
23	6%	7%	-2	?
24	?	?	11	?
25	-2%	-2%	-1	0%
26	·	-4%	-5	·
27	13%	11%	-7	3%
28	13%	8%	1	10%
29	0%	3%	-7	?
30	?	-5%	3	?

Copied from the list:
#29 – KB-3-1 tox = 3%
#25 – HT1080 IDH1KD tx = -2%
#16 – KB-3-1 tox = -1%

By substructure, the compounds so far with a tert-butyl group (2)
nr	smiles	KB-V1 MDR tox	HT1080-NT tox	SW480 rereplic	HEK293 tox	IL1B secr inh
20	CSCCNC(=O)C1(C)CCN1C(=O)c1ccc(C(C)(C)C)cc1 (stereo not drawn)	-4%	3%	·	-3%	31
28	CC(C)(C)OC(=O)CNC(=O)c1[nH]cnc1C(=O)NC1CCN(C(=O)OC(C)(C)C)CC1	-6%	12%	-5%	3%	-3

nr	HT1080 IDH1KD tx	KB-3-1 tox	DRD3 agonist	MCF10A rereplic
20	-15%	0%	4	·
28	13%	8%	1	10%

New compounds follow:
nr	smiles	KB-V1 MDR tox	HT1080-NT tox	SW480 rereplic	HEK293 tox	IL1B secr inh
31	CCCC(=O)NCCSC	-13%	-1%	?	-8%	-5
32	CCCCCc1c(-c2cccc(Cl)c2)ncn1CCc1ccccc1OC	?	-18%	·	3%	0
33	COc1cc(C)ccc1S(=O)(=O)NC(=O)C1(C)CCN1C(=O)Cc1ccc(Cl)cc1Cl (stereo not drawn)	0%	10%	·	-3%	15
34	O=C1C2=C(Nc3ccccc3SC2c2ccccc2C(F)(F)F)c2ccccc21 (stereo not drawn)	?	·	·	2%	·
35	COc1ccc(/C=C/C(=O)OCC(=O)NCCCc2ccccc2)cc1OC	-21%	7%	-5%	4%	-2
36	C/C(=N\NC(=S)Nc1cccc(C)c1)c1cc2ccccc2o1	0%	-26%	13%	?	5
37	CN(CC(=O)Nc1c(Cl)cccc1Cl)C(=O)CNC(=O)c1ccc2c(c1)OCO2	5%	11%	1%	-4%	10
38	COc1ccc(C#Cc2cccc(-c3nc(C(=O)NCCCN4CCOCC4)cc4c3[C@H](CCO)N(S(=O)C(C)(C)C)C4)c2)cc1OC (stereo partly drawn)	?	?	·	-9%	-27
39	O=C(O)c1cccc(N/N=C/c2cccnc2)c1	-5%	-13%	-1%	24%	7
40	CCc1cc(C(=O)N2CCCC(CO)(Cc3ccc(F)cc3)C2)n(C)n1 (stereo not drawn)	16%	2%	-20%	-12%	30
41	COc1ccc(/C=N/NC(=O)c2ccc(N)cc2)cc1Cn1cc([N+](=O)[O-])cn1	-3%	?	?	-24%	-9
42	CCOc1ccc(N(CC(=O)NC2CCCC2)C(=O)CSc2nnc(COc3ccccc3)o2)cc1	-2%	-17%	0%	-26%	-55*
43	O=C(Nc1cccc2ccccc12)N1CCN(c2ccccc2)CC1	8%	10%	-12%	19%	-19
44	COc1cc(-c2nnc(-c3ccc(N4CCOCC4)cc3)o2)cc(OC)c1OC	?	-17%	-2%	-7%	?
45	COc1ccccc1NC(=O)CSc1nnc(COc2ccc(Cl)cc2)o1	1%	3%	-16%	0%	1
46	Cc1cccc(C(=O)Nc2ccc(NC(=O)c3ccccc3)cc2)c1	-5%	4%	-5%	-13%	-58*

nr	HT1080 IDH1KD tx	KB-3-1 tox	DRD3 agonist	MCF10A rereplic
31	0%	-3%	-2	0%
32	-15%	3%	2	·
33	15%	5%	4	·
34	·	0%	-21	·
35	4%	-2%	-1	16%
36	-20%	-21%	2	14µM*
37	6%	-4%	1	1%
38	?	-2%	0	·
39	-10%	12%	15	-3%
40	-7%	?	-5	-2%
41	?	0%	2	?
42	-6%[9.24 µM]	-1%	-6	0%
43	5%	4%	-5	11%
44	11%	1%	38*	17%
45	13%	12%	-11	0%
46	1%	16%	-4	-10%

Three compounds drawn at random from the list so far:
nr	smiles	KB-V1 MDR tox	HT1080-NT tox	SW480 rereplic	HEK293 tox	IL1B secr inh
37	CN(CC(=O)Nc1c(Cl)cccc1Cl)C(=O)CNC(=O)c1ccc2c(c1)OCO2	5%	11%	1%	-4%	10
33	COc1cc(C)ccc1S(=O)(=O)NC(=O)C1(C)CCN1C(=O)Cc1ccc(Cl)cc1Cl (stereo not drawn)	0%	10%	·	-3%	15
32	CCCCCc1c(-c2cccc(Cl)c2)ncn1CCc1ccccc1OC	?	-18%	·	3%	0

nr	HT1080 IDH1KD tx	KB-3-1 tox	DRD3 agonist	MCF10A rereplic
37	6%	-4%	1	1%
33	15%	5%	4	·
32	-15%	3%	2	·

Source: PubChem
